High-throughput results (PubChem BioAssay)
WT yeast gro inh = growth inhibition of WT yeast, mitochondrial fusion screen | mitochondrial fusion phenotypic screen, WT strain | inhibition, % at 10 µM | 190,000 tested, 2.1% active; in the data active = inhibition above about 58%; tested in S. cerevisiae
Myeloid diff 2 = compounds promoting myeloid differentiation; 360,000 tested, 1% active; ER-HoxA9 myeloid progenitors, lysozyme-GFP differentiation, flow cytometry; AID 624256; calls only at 10 µM;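 active = normalized GFP-positive differentiation at or above the plate's own cutoff, the solvent-only control mean plus 3 SD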;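 note: cells exposed to compound for four days before flow analysis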
Insulin prom up = MIN6 insulin promoter up-regulation; MIN6 insulin promoter-GFP reporter, high-content imaging; stronger effect = higher value; z-score at 5 µM; 190,000 tested, 0.3% active; AID 1625;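 active = z-score above 3 at 5 µM with at least 500 cells counted in the well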
West Nile virus CPE = inhibition of WNV-induced cytopathic effect – cell-based, CPE readout (AID 1621). West Nile virus-infected cells, CPE inhibition; higher % means a stronger effect. 290,000 tested, 0.02% active. one-dose CPE inhibition, % at 10 µM; IC50 in µM for titrated hits; in the data active = a potency from the dose series; note: strong numbers were not always called active
T cell HTS = T cell immune modulators affecting CD8 T cell-vesicle binding; calls only at 7 µM; 330,000 tested, 0.068% active; 2C CD8+ T cell-vesicle binding, flow cytometry; stronger effect = lower value;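 active = response, share of CD8 T cells binding vesicles, and their 90th percentile fluorescence all below set limits, cut at about 80% in these data, passing the limit was not always enough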
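Material: 2C TCR transgenic mouse naive CD8+ T cells, MACS-purified. Also added: QL9-charged Drosophila Ld/ICAM-1/B7-1 vesicles. Timing: binding 1.5 h at 37 °C. Measured by: high-throughput flow cytometry with anti-B7-1 and anti-CD8 staining. Read-out: percent CD8+ FL2 mean versus row control. Controls: Unloaded micro-vesicles (low), QL9 vesicles with 0.7% DMSO (high).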
MT stabilizer = microtubule stabilization, imaging screen | % tubulin-high responders, % at 10 µM | HeLa tubulin immunostaining HCS, 24 h; share of cells brighter than vehicle mean+2SD | 200,000 tested, 0.83% active;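 active = plate Z-score above 3 for both tubulin-high and condensed-nucleus cell shares, with cell loss under 80%, at 10 µM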;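 note: anti alpha tubulin signal scored within the nucleus-defined area of each cell; some results filed as inactive read as strong as hits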
Lipid droplet = modulators of hepatic lipid droplet formation; inhibition, % at 6.5 µM; AID 1656; 240,000 tested, 0.4% active; AML12 mouse hepatocytes, oleate lipid droplets, BODIPY imaging;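 active = lipid droplet intensity inhibited by at least 50%, with more than 500 cells counted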
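Material – AML12 mouse liver cells · Also added – oleate loading, 100 µM · Compound dosing – 6.5 µM single-point dosing · Times – overnight treatment with compound plus oleate · Measured by – fluorescence imaging, 20x objective, two fields per well · Read-out – percent inhibition of filter-corrected integrated lipid droplet intensity per well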
Autophagy HCS = autophagy modulation, high-content screen; AID 463193; calls only at 10 µM (by protocol); 190,000 tested, 0.98% active; MEF GFP-LC3 puncta imaging; test concentration mostly 10 µM;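 active = percentage of spot-positive cells more than 3 SD above its plate mean, without a fluorescence outlier flag or 80% toxicity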;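 note: spot-positive cell cutoff set from DMSO-treated cells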
b-catenin transl = alters nuclear translocation of beta-catenin in HeLa cells. immunofluorescence imaging. nuclear translocation activity, % at 5 µM. 190,000 tested, 0.3% active. AID 1665;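 active = nuclear translocation activity above 50% at 5 µM, with a well cell count of 50 or more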;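 note: per-cell ratio of nuclear to cytoplasmic median beta-catenin stain intensity; plate controls were DMSO negative control for no effect and GSK-3 inhibitor IX positive control for full effect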
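Read-out: Nuclear/cytoplasmic beta-catenin signal ratio, % activation | Assay system: Human HeLa cell line | Times: 24 h compound exposure at 37°C, 5% CO2 | Signal: Fluorescence imaging of beta-catenin antibody stain plus DAPI | Dosing: 5 µM primary, 0.02–20 µM confirmation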
WT yeast gro inh mutant strain = also measured in WT yeast gro inh; calls as there; inhibition, %; mitochondrial fusion phenotypic screen, mutant strain inhibition
Insulin prom up cell count = recorded beside Insulin prom up, whose call it bears; cell count; measured here: cytotoxicity, nuclei count;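 total cells summed across four imaged fields per well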
Lipid droplet cells 6.5 µM = recorded beside Lipid droplet, whose call it bears; cell count; measured here: cell count, cytotoxicity flag;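 cells counted across two imaged fields per well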
b-catenin transl cell count 5 µM = also measured in b-catenin transl; calls as there; cell count; measured here: cell count, cytotoxicity flag
T cell HTS vesicle-bound % = further read-out of T cell HTS, marked with its call; double positive events, %; measured here: CD8+ vesicle-bound cell fraction;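 binding gate set so that unloaded-vesicle control wells show 10% double positive cells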
MT stabilizer Hoechst-high % = second read-out of MT stabilizer, no call of its own (marks repeat the call); % Hoechst-high responders; measured here: nuclear condensation Hoechst responders;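 share of cells brighter than vehicle mean plus two SD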
MT stabilizer cytotoxicity % = recorded beside MT stabilizer, whose call it bears; toxicity, %; measured here: cytotoxicity by cell density;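 0% = mean cell density of plate MIN control wells and 100% = no cells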
Autophagy HCS cell loss 18 h = recorded beside Autophagy HCS, whose call it bears; toxicity, %; measured here: cell loss, nuclei count;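 cell loss after 18 h compound exposure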
Myeloid diff 2 GFP+ MAC1+ % = further read-out of Myeloid diff 2, marked with its call; GFP+ MAC1+ double positive, %; measured here: differentiation confirmed by MAC1 staining
Numbers without * were called inactive.

COc1ccc(CCNC(=O)C(C(=O)c2ccc(F)cc2)n2ccccc2=O)cc1OC (stereo not drawn) was read as WT yeast gro inh -19, Myeloid diff 2 inactive, Insulin prom up 0.23, West Nile virus CPE -0.9%, T cell HTS inactive, MT stabilizer 2.9, Lipid droplet 4, Autophagy HCS inactive, b-catenin transl -3.2, WT yeast gro inh mutant strain 2, Insulin prom up cell count 1512, Lipid droplet cells 6.5 µM 679, b-catenin transl cell count 5 µM 1091, T cell HTS vesicle-bound % 48, MT stabilizer Hoechst-high % 2.4, MT stabilizer cytotoxicity % 9.8, Autophagy HCS cell loss 18 h -4 and Myeloid diff 2 GFP+ MAC1+ % 0.5.
For CC(=O)Nc1ccc(NS(=O)(=O)c2ccc3ccccc3c2)cc1 the results were WT yeast gro inh -44, Myeloid diff 2 active, West Nile virus CPE 0.9%, T cell HTS inactive, MT stabilizer 1.7, Lipid droplet 2, Autophagy HCS inactive, WT yeast gro inh mutant strain -27, Lipid droplet cells 6.5 µM 769, T cell HTS vesicle-bound % 6, MT stabilizer Hoechst-high % 1.6, MT stabilizer cytotoxicity % 4.1, Autophagy HCS cell loss 18 h -1 and Myeloid diff 2 GFP+ MAC1+ % 2.0*.
Screening C#CCOc1ccc2c3c(c(=O)oc2c1)CCCC3 returned Myeloid diff 2 inactive, West Nile virus CPE -0.9%, T cell HTS inactive, Lipid droplet 2, Lipid droplet cells 6.5 µM 853, T cell HTS vesicle-bound % 48 and Myeloid diff 2 GFP+ MAC1+ % 0.2.
Screening CC(=O)Nc1ccc(-c2csc(-c3cccnc3)n2)cc1 returned Myeloid diff 2 inactive, West Nile virus CPE 0.1%, T cell HTS inactive, Lipid droplet -9, Lipid droplet cells 6.5 µM 811, T cell HTS vesicle-bound % 48 and Myeloid diff 2 GFP+ MAC1+ % 0.6.
Screening Cn1cnnc1SCC(=O)Nc1ccc2nc(SCc3cccc4ccccc34)sc2c1 returned WT yeast gro inh -3, Myeloid diff 2 inactive, Insulin prom up -0.99, West Nile virus CPE -0.5%, T cell HTS inactive, MT stabilizer 1.8, Lipid droplet 0, Autophagy HCS inactive, WT yeast gro inh mutant strain -13, Insulin prom up cell count 927, Lipid droplet cells 6.5 µM 738, T cell HTS vesicle-bound % 28, MT stabilizer Hoechst-high % 1.1, MT stabilizer cytotoxicity % 7.5, Autophagy HCS cell loss 18 h -2 and Myeloid diff 2 GFP+ MAC1+ % 0.8.
Screening O=C(CCc1c[nH]c2ccccc12)NCc1ccco1 returned WT yeast gro inh -7, Myeloid diff 2 inactive, Insulin prom up -0.38, West Nile virus CPE 0.5%, T cell HTS inactive, MT stabilizer 3.1, Lipid droplet 9, Autophagy HCS inactive, b-catenin transl 0.4, WT yeast gro inh mutant strain -3, Insulin prom up cell count 1470, Lipid droplet cells 6.5 µM 724, b-catenin transl cell count 5 µM 1016, T cell HTS vesicle-bound % 52, MT stabilizer Hoechst-high % 1.8, MT stabilizer cytotoxicity % 8.9, Autophagy HCS cell loss 18 h -15 and Myeloid diff 2 GFP+ MAC1+ % 0.3.
For Cc1nc2nc(C)c(CCC(=O)N3CCc4ccccc43)c(C)n2n1 the results were WT yeast gro inh -54, Myeloid diff 2 inactive, Insulin prom up -0.65, West Nile virus CPE -0.5%, T cell HTS inactive, MT stabilizer 3.9, Autophagy HCS inactive, b-catenin transl 0.2, WT yeast gro inh mutant strain -59, Insulin prom up cell count 1635, b-catenin transl cell count 5 µM 1398, T cell HTS vesicle-bound % 11, MT stabilizer Hoechst-high % 2.7, MT stabilizer cytotoxicity % 15, Autophagy HCS cell loss 18 h -63 and Myeloid diff 2 GFP+ MAC1+ % 0.7.
CSc1ncc(C(=O)Nc2ccccc2F)c(-c2ccccc2)n1 was read as Myeloid diff 2 inactive, West Nile virus CPE -0.7%, T cell HTS inactive, Lipid droplet 4, Lipid droplet cells 6.5 µM 670, T cell HTS vesicle-bound % 59 and Myeloid diff 2 GFP+ MAC1+ % 0.2.
For Cc1ccc(NS(=O)(=O)c2ccccc2[N+](=O)[O-])cc1C the results were WT yeast gro inh 0, Myeloid diff 2 inactive, Insulin prom up -0.29, West Nile virus CPE -0.2%, T cell HTS inactive, MT stabilizer 3.0, Lipid droplet -3, Autophagy HCS inactive, b-catenin transl 0.5, WT yeast gro inh mutant strain -11, Insulin prom up cell count 1143, Lipid droplet cells 6.5 µM 703, b-catenin transl cell count 5 µM 1031, T cell HTS vesicle-bound % 61, MT stabilizer Hoechst-high % 2.5, MT stabilizer cytotoxicity % 6.4, Autophagy HCS cell loss 18 h -8 and Myeloid diff 2 GFP+ MAC1+ % 0.6.
`N#CC(C(=O)Nc1ccc(Cl)cc1)=C1Nc2ccccc2N1` gave WT yeast gro inh 7, Myeloid diff 2 inactive, Insulin prom up -0.02, West Nile virus CPE 0.1%, T cell HTS inactive, MT stabilizer 6.7, Autophagy HCS inactive, b-catenin transl -2.6, WT yeast gro inh mutant strain 43, Insulin prom up cell count 1252, b-catenin transl cell count 5 µM 1063, T cell HTS vesicle-bound % 34, MT stabilizer Hoechst-high % 4.4, MT stabilizer cytotoxicity % 6.4, Autophagy HCS cell loss 18 h 10 and Myeloid diff 2 GFP+ MAC1+ % 0.8.
Screening COCCCNC(=O)CCCCCNS(=O)(=O)c1ccc(Br)cc1 returned WT yeast gro inh -1, Myeloid diff 2 inactive, Insulin prom up 0.02, West Nile virus CPE 0.2%, T cell HTS inactive, MT stabilizer 2.0, Lipid droplet -8, Autophagy HCS inactive, b-catenin transl -1.8, WT yeast gro inh mutant strain -18, Insulin prom up cell count 1133, Lipid droplet cells 6.5 µM 718, b-catenin transl cell count 5 µM 1086, T cell HTS vesicle-bound % 55, MT stabilizer Hoechst-high % 1.9, MT stabilizer cytotoxicity % 3.7, Autophagy HCS cell loss 18 h 2 and Myeloid diff 2 GFP+ MAC1+ % 0.8.
Screening CCOC(=O)N1CCN(C(=O)c2ccc(NC(=O)CC)cc2)CC1 returned WT yeast gro inh -4, Myeloid diff 2 inactive, Insulin prom up 0.29, West Nile virus CPE -0.5%, T cell HTS inactive, MT stabilizer 4.3, Autophagy HCS inactive, WT yeast gro inh mutant strain -8, Insulin prom up cell count 961, T cell HTS vesicle-bound % 40, MT stabilizer Hoechst-high % 2.3, MT stabilizer cytotoxicity % 0.1, Autophagy HCS cell loss 18 h 0 and Myeloid diff 2 GFP+ MAC1+ % 1.2.
For O=C(CN1C(=O)/C(=C\c2cccc(Br)c2)Oc2ccccc21)NCC1CCCO1 (stereo not drawn) the results were Myeloid diff 2 inactive, West Nile virus CPE 1.9%, T cell HTS inactive, Lipid droplet -2, Lipid droplet cells 6.5 µM 680, T cell HTS vesicle-bound % 37 and Myeloid diff 2 GFP+ MAC1+ % 1.8.
For COc1ccc(-c2cc(C(=O)N3CCCc4ccccc43)no2)cc1 the results were WT yeast gro inh 57, Myeloid diff 2 inactive, Insulin prom up -1.2, T cell HTS inactive, MT stabilizer 1.5, Autophagy HCS inactive, b-catenin transl -0.8, WT yeast gro inh mutant strain 35, Insulin prom up cell count 1289, b-catenin transl cell count 5 µM 707, T cell HTS vesicle-bound % 49, MT stabilizer Hoechst-high % 2.0, MT stabilizer cytotoxicity % 1.2, Autophagy HCS cell loss 18 h 5 and Myeloid diff 2 GFP+ MAC1+ % 5.2.
Screening CC(=O)c1sc(C(C)(C)C)cc1NC(=O)c1ccccc1C(=O)O returned Myeloid diff 2 inactive, Insulin prom up -0.16, West Nile virus CPE 1.1%, T cell HTS inactive, Lipid droplet -13, b-catenin transl 0.4, Insulin prom up cell count 1107, Lipid droplet cells 6.5 µM 629, b-catenin transl cell count 5 µM 1248, T cell HTS vesicle-bound % 41 and Myeloid diff 2 GFP+ MAC1+ % 0.9.
CN(Cc1ccon1)C(=O)CC1C(=O)NCCN1Cc1ccc(F)c(F)c1 (stereo not drawn) was read as Myeloid diff 2 inactive, West Nile virus CPE 0.4%, T cell HTS inactive, Lipid droplet 9, Lipid droplet cells 6.5 µM 726, T cell HTS vesicle-bound % 42 and Myeloid diff 2 GFP+ MAC1+ % 0.8.
Screening CN1C(=O)c2ccc(N3CCCC3)cc2C1=O returned WT yeast gro inh -16, Myeloid diff 2 inactive, West Nile virus CPE -0.4%, T cell HTS inactive, MT stabilizer 2.0, Autophagy HCS inactive, b-catenin transl 0.0, WT yeast gro inh mutant strain -11, b-catenin transl cell count 5 µM 1189, T cell HTS vesicle-bound % 21, MT stabilizer Hoechst-high % 3.1, MT stabilizer cytotoxicity % 11, Autophagy HCS cell loss 18 h 0 and Myeloid diff 2 GFP+ MAC1+ % 5.7.
`Cc1ccccc1NC(=O)N1C2CCCC1CC(NC(=O)C(C)(C)C)C2` (stereo not drawn) gave WT yeast gro inh 6, Myeloid diff 2 inactive, Insulin prom up 0.74, West Nile virus CPE -0.2%, MT stabilizer 3.6, Autophagy HCS inactive, b-catenin transl -5.4, WT yeast gro inh mutant strain 9, Insulin prom up cell count 1238, b-catenin transl cell count 5 µM 773, MT stabilizer Hoechst-high % 3.4, MT stabilizer cytotoxicity % 4.4, Autophagy HCS cell loss 18 h -4 and Myeloid diff 2 GFP+ MAC1+ % 0.2.
CCNC(=O)c1ccccc1-c1nc(-c2ccccc2)no1 was read as Myeloid diff 2 inactive, Insulin prom up -0.12, West Nile virus CPE 0.0%, T cell HTS inactive, Lipid droplet -7, b-catenin transl -0.3, Insulin prom up cell count 1037, Lipid droplet cells 6.5 µM 762, b-catenin transl cell count 5 µM 1390, T cell HTS vesicle-bound % 51 and Myeloid diff 2 GFP+ MAC1+ % 0.7.
